PMI inhibition: human PMI inhibitors, high substrate, primary screen, biochemical, fluorescence intensity, high mannose 6-phosphate (AID 1220) | hit rate 0.66% among 190,000 | recombinant PMI enzyme, coupled fluorescence intensity; higher % means a stronger effect | inhibition, % at 20 µM; hits with a dose series show IC50 in µM; in the data active = inhibition above about 50%
West Nile antiviral: West Nile virus antiviral activity, cell-based, CPE readout (AID 1621); West Nile virus-infected cells, CPE inhibition; higher % means a stronger effect; CPE inhibition, % at 10 µM, or IC50 in µM where a hit was titrated; hit rate 0.02% among 290,000; in the data active = a potency from the dose series; also: strong numbers were not always called active
XIAP displacement: XIAP antagonists, biochemical, IAP family, fluorescence polarization (AID 1018); XIAP BIR domain, fluorescence polarization peptide displacement; higher % means a stronger effect; one-dose displacement, % at 20 µM; IC50 in µM for titrated hits; hit rate 0.007% among 200,000; in the data active = displacement above about 50%; also: a part of the inactive calls stands beside numbers as strong as those of hits
Siah-1 displacement: blockers of Siah-1 interaction with plectin peptide – biochemical, fluorescence polarization, rhodamine-plectin, uHTS, primary screen (AID 1817). Siah-1 / rhodamine-plectin peptide fluorescence polarization; higher % means a stronger effect. one-dose displacement, % at 20 µM; IC50 in µM for titrated hits. hit rate 0.02% among 290,000;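 active = displacement of at least 50% at 20 µM, with a fluorescence ratio check between 0.3 and a set limit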;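 also: plate controls were Siah plus tracer with DMSO for no effect and tracer alone without Siah for full effect; strong numbers were not always called active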
Yfh1-depleted yeast: mitochondrial function rescue without frataxin homolog – Friedreich's ataxia, plus single-dose screen, dose response (AID 1465) | fold induction at 50 µM, or EC50 in µM where a hit was titrated | S. cerevisiae Yfh1-off respiration, WST-1 reduction, 72 h; higher fold induction means a stronger effect | hit rate 0.074% among 220,000;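 active = fold induction of absorbance versus untreated yeast above a set limit, then at least 30% activation at any dose in follow-up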;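 also: activators that raise dye reduction in frataxin-depleted yeast; strong numbers were not always called active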
P. falciparum M1AAP: P. falciparum M1AAP inhibitors, biochemical, fluorogenic H-Leu-NHMec substrate, 1536-well (AID 1445); recombinant M1AAP, H-Leu-NHMec fluorogenic kinetic assay; higher % means a stronger effect; inhibition, % at 30 µM; hits with a dose series show IC50 in µM; hit rate 0.42% among 220,000;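 active = primary inhibition above the hit cutoff, then over 50% inhibition at one or more dose response concentrations, cut at about 23% in these data, passing the limit was not always enough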;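 also: plate controls were DMSO full reaction for no effect and no enzyme background for full effect; strong numbers were not always called active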
P. falciparum M17LAP: P. falciparum M17LAP inhibitors, primary screen, biochemical, fluorogenic H-Leu-NHMec substrate, 1536-well (AID 1619); recombinant M17LAP, H-Leu-NHMec fluorogenic kinetic assay; higher % means a stronger effect; inhibition, % at 30 µM, or IC50 in µM where a hit was titrated; hit rate 0.38% among 220,000;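 active = compound inhibiting the enzyme by more than half at any dose during confirmatory dose-response retesting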;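 also: plate controls were full reaction with DMSO carrier for no effect and no enzyme background for full effect; strong numbers were not always called active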
Salmonella PhoP GFP: PhoP-dependent GFP reporter repression – Salmonella Typhimurium, primary screen (AID 1863); S. Typhimurium PhoP-regulated promoter GFP reporter, 4 h; higher % means a stronger effect; inhibition, % at 50 µM, or IC50 in µM where a hit was titrated; hit rate 0.16% among 300,000;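 active = inhibition over 29.93%, a cutoff 3 SD above the screen mean, later confirmed by dose response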;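 also: 0% = low Mg2+ inducing control and 100% = high Mg2+ repressing control; strong numbers were not always called active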
ER stress rescue: protection against thapsigargin-triggered cell killing – 384-well, CSM14.1, ATP luminescence, primary screen (AID 1222) | CSM14.1 thapsigargin-induced death rescue, ATP luminescence; higher % means a stronger effect | cellular ATP content (survival), % at 20 µM; hits with a dose series show EC50 in µM | 190,000 tested, under 10 active;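 active = EC50 below 50 µM in the dose-response confirmation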;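 also: death triggered by thapsigargin at about 15 µM added after 2 h compound pretreatment; cell ATP read after overnight thapsigargin exposure of roughly 18 to 22 hours; normalized against plate controls of thapsigargin alone and 5% DMSO vehicle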
* hit, by the source's call; i = inactive; . = not tested or not shown.

SMILES	PMI inhibition	West Nile antiviral	XIAP displacement	Siah-1 displacement	Yfh1-depleted yeast	P. falciparum M1AAP	P. falciparum M17LAP	Salmonella PhoP GFP	ER stress rescue
CCOC(=O)Cc1nnc(NC(=O)c2cccc(OCC)c2)s1	2%	0.1%	-2.9%	1%	i	4%	0%	-6%	0.1%
COc1ccc(C2Nc3ccccc3C(=O)N2NS(=O)(=O)c2ccc(C)cc2)cc1 (stereo unspecified)	6%	-0.4%	2.5%	11%	i	6%	-17%	-1%	-1.3%
CC(=O)NCCOc1ccc(C(=O)O)cc1	-3%	0.6%	-5.3%	0%	i	6%	6%	1%	-2.2%
COCCCNC(=O)c1c(F)c(F)c(F)c(F)c1F	0%	0.9%	-0.2%	4%	i	2%	-11%	7%	-0.8%
CCOC(=O)c1c(NC(=O)/C=C\C(=O)O)sc(C)c1-c1ccccc1	-4%	-1.2%	-5.2%	4%	i	2%	53%	0%	2.3%
O=C(Nc1ccc(Cl)cc1)Nc1ccccc1NS(=O)(=O)c1cccs1	8%	-0.4%	-1.7%	-4%	i	12%	-2%	-8%	0.2%
C/C(=C\c1ccccc1)CN(C)CCN(C)C	-13%	-0.1%	-3.4%	-3%	i	7%	-7%	9%	-1.6%
CCCCN(C(=O)c1cc(=O)[nH]c2ccccc12)c1c(N)n(CCC)c(=O)[nH]c1=O	.	0.6%	.	15%	i	4%	3%	-6%	.
c1ccc(N(c2ccccc2)c2nc(-n3ccnc3)nc(-n3ccnc3)n2)cc1	-4%	0.2%	-4.2%	3%	i	-1%	-2%	1%	2.0%
CCCCN(CC)CCCNC(=O)CC1Oc2ccccc2NC1=O (stereo unspecified)	8%	-0.3%	-2.9%	2%	i	-3%	3%	-2%	-3.1%

Just P. falciparum M1AAP, for some of the entries so far:
molecule,P. falciparum M1AAP
COc1ccc(C2Nc3ccccc3C(=O)N2NS(=O)(=O)c2ccc(C)cc2)cc1 (stereo unspecified),6%
CC(=O)NCCOc1ccc(C(=O)O)cc1,6%
COCCCNC(=O)c1c(F)c(F)c(F)c(F)c1F,2%

The results go on:
SMILES	PMI inhibition	West Nile antiviral	XIAP displacement	Siah-1 displacement	Yfh1-depleted yeast	P. falciparum M1AAP	P. falciparum M17LAP	Salmonella PhoP GFP	ER stress rescue
N#Cc1c2c(c(NCCCN3CCOCC3)n3c1nc1ccccc13)CCC2	42%	2.1%	-4.2%	-5%	i	10%	-25%	-12%	-0.3%
CCCCCCCCn1cc(C(C)=O)c(=O)[nH]c1=O	0%	0.6%	-1.1%	2%	i	5%	-6%	-2%	-0.4%
Fc1cccc(NC(=S)Nc2cccnc2)c1	3%	0.3%	-5.4%	3%	i	6%	-1%	-2%	-1.3%
Cc1ccc(NC(=O)C(C)c2ccc([N+](=O)[O-])cc2)cc1Cl (stereo unspecified)	20%	0.1%	-2.9%	-1%	i	-2%	1%	9%	0.0%
N/C(=N\OC(=O)c1ccco1)c1ccc(Cl)cc1	12%	0.6%	-8.2%	-1%	i	-5%	-4%	-2%	-3.6%
O=C1/C(=C\c2ccco2)NC(=S)N1c1ccccc1	-41%	0.0%	-8.2%	7%	i	14%	13%	5%	-1.4%
Cc1nc2c(c(C)c1C#N)C(=O)c1ccccc1-2	4%	-0.4%	-4.1%	1%	i	-1%	7%	3%	-2.2%
Cc1ccc(C)c(CN2CCCNC2=O)c1	-12%	0.0%	-2.7%	7%	i	7%	-4%	4%	-1.5%
NC(CC(=O)O)c1ccc(F)cc1 (stereo unspecified)	6%	-0.3%	-0.8%	0%	i	0%	4%	26%	-0.1%
CC(=NCCN1CCOCC1)C1=C(O)c2ccccc2C1=O	-13%	1.0%	-0.1%	-2%	i	7%	16%	3%	3.0%
O=C(Cc1ccc(Br)cc1)OCC(=O)c1ccc2c(c1)OCCO2	3%	0.3%	1.1%	-4%	i	7%	-3%	-8%	-0.3%
O=C(C1=C(O)C(=O)N(CCOCCO)C1c1cccc([N+](=O)[O-])c1)c1cccs1 (stereo unspecified)	.	0.3%	.	7%	i	9%	30%	-10%	.
CNC(=O)Nc1ccccc1C(=O)Nc1ccccc1	.	0.4%	.	1%	i	5%	-4%	-11%	.
CC(=O)NC/C(C)=N\Nc1ccc([N+](=O)[O-])cc1	-34%	0.0%	-0.2%	-2%	i	-6%	1%	2%	-3.1%
O=C(c1ccccn1)N(Cc1cc2ccccc2[nH]c1=O)C1CCCCC1	7%	0.1%	-3.2%	1%	i	-6%	5%	13%	1.6%
Cc1cc(C)nc(Sc2nc(Nc3ccccc3)nc(Sc3nc(C)cc(C)n3)n2)n1	4%	-0.8%	-20%	2%	i	1%	-5%	-28%	0.2%
CCC(C)NC(=O)c1ccccc1NS(=O)(=O)c1ccc(OC)c(OC)c1 (stereo unspecified)	5%	-0.3%	-0.6%	3%	i	8%	7%	-4%	-2.2%
Cc1cc(N/N=C/c2ccccc2Br)nc2ccccc12	-9%	-0.3%	-3.1%	9%	i	1%	4%	-2%	-0.4%
CC(CC(=O)Nc1ccc(S(=O)(=O)N2CCOCC2)cc1)c1ccccc1 (stereo unspecified)	.	0.1%	.	2%	i	4%	0%	-2%	.
CC(C)(C)c1ccc(/C=N/OCC(=O)NCc2ccccc2)cc1	12%	-1.4%	-3.4%	5%	i	2%	13%	-6%	7.9%
Oc1oc(C=Nc2ccc(F)cc2F)c2ccccc12	-130%	1.2%	-0.9%	-2%	i	-1%	11%	0%	-0.8%
O=C(O)CCC(=O)NCc1cn(-c2ccccc2)nc1-c1cccc(Br)c1	6%	2.4%	-6.9%	-4%	i	-2%	20%	5%	1.6%
Cc1ccc(S(=O)(=O)NNC(=O)c2ccoc2C)cc1	.	0.4%	.	16%	i	-7%	-7%	0%	.
c1ccc(OCCN2CCN(Cc3nc(-c4ccc5c(c4)OCO5)no3)CC2)cc1	-4%	-1.3%	-5.9%	0%	i	-5%	-8%	-5%	1.7%
CSCCC(NS(=O)(=O)c1ccccc1F)C(=O)NC(C)c1ccccc1 (stereo unspecified)	-2%	-0.8%	0.4%	1%	i	-2%	9%	1%	-0.9%
Nc1nc(SCC(=O)NCCCN2CCOCC2)nc2sc3c(c12)CCC3	-9%	0.1%	-5.9%	-1%	i	18%	19%	5%	-2.6%
Cc1cccc(NC(=O)CCCN2C(=O)c3ccccc3C2=O)n1	-2%	-0.2%	-5.2%	-2%	i	-7%	-10%	12%	5.0%
CSc1nc2c(c(=O)[nH]1)C(c1ccccc1Cl)CC(=O)N2 (stereo unspecified)	-5%	1.0%	-1.4%	6%	i	10%	-2%	5%	1.8%
N/C(Cc1cccc2ccccc12)=N\OC(=O)c1cccs1	20%	-0.5%	-12%	10%	i	3%	-15%	8%	-1.9%
O=C(CN(c1ccc(Cl)cc1)S(=O)(=O)c1ccc(Cl)c([N+](=O)[O-])c1)NCCc1ccccc1	4%	-0.5%	-5.0%	1%	i	4%	4%	0%	0.5%
CCCNC(=O)c1ccc2c(c1)CCN2S(C)(=O)=O	-4%	-0.6%	-2.6%	-4%	i	2%	1%	4%	-1.1%
O=C1c2ccccc2C(=O)N1c1ccc(Cl)cc1	7%	0.2%	-21%	-2%	i	2%	3%	-6%	1.0%
CCN(CC)S(=O)(=O)c1ccc(C)c(NC(=S)N2CCN(Cc3ccc4c(c3)OCO4)CC2)c1	7%	-1.6%	-4.2%	4%	i	7%	-2%	-5%	0.4%
C/C=C/c1ccc(OCC(O)CN2CCCCC2CC)c(OC)c1 (stereo unspecified)	1%	-0.6%	-4.6%	1%	i	-1%	-4%	10%	1.7%
Cc1cc(C)cc(NC(=S)N2CCC(N(C)CC3CCCO3)CC2)c1 (stereo unspecified)	16%	0.1%	-3.9%	23%	i	1%	2%	-1%	-3.8%
O=C(COc1ccc(Cl)cc1)Nc1ccc(Cc2ccncc2)cc1	6%	-1.0%	-9.6%	4%	i	-3%	7%	25%	0.4%
CCC(C)[C@H](NC(=O)N1CCN(c2cccc(C(F)(F)F)c2)CC1)C(=O)OC (stereo partly specified)	10%	-0.8%	-4.8%	-1%	i	2%	6%	-5%	-2.5%
COC(=O)c1ccc(NC(=S)Nc2ccc3ccccc3c2)cc1	16%	0.6%	-2.1%	6%	i	1%	-7%	49%	-1.6%
CCc1nc2ccccc2n1CC(C)C(=O)O (stereo unspecified)	-15%	-0.1%	-2.1%	4%	i	-3%	-3%	-8%	-0.3%
Fc1ccc(-c2cc(C(F)(F)F)nc(N3CCCCC3)n2)cc1	-3%	0.3%	-5.2%	-3%	i	-2%	9%	-4%	-1.3%

Next section; it opens with the two that closed the last part.
SMILES	PMI inhibition	West Nile antiviral	XIAP displacement	Siah-1 displacement	Yfh1-depleted yeast	P. falciparum M1AAP	P. falciparum M17LAP	Salmonella PhoP GFP	ER stress rescue
CCc1nc2ccccc2n1CC(C)C(=O)O (stereo unspecified)	-15%	-0.1%	-2.1%	4%	i	-3%	-3%	-8%	-0.3%
Fc1ccc(-c2cc(C(F)(F)F)nc(N3CCCCC3)n2)cc1	-3%	0.3%	-5.2%	-3%	i	-2%	9%	-4%	-1.3%
Cc1cc(F)ccc1S(=O)(=O)Nc1ccccc1C(=O)Nc1ccc2[nH]c(=O)[nH]c2c1	14%	.	-3.8%	4%	.	11%	-6%	0%	-1.0%
CCOc1ccc(N(CC(=O)N2CCCC2)S(=O)(=O)c2c(C)noc2C)cc1	1%	-0.5%	-2.9%	3%	i	-7%	-2%	13%	-1.6%
NC(=O)Cc1cn(-c2ncc(C(F)(F)F)cc2Cl)c2ccccc12	4%	-0.1%	-4.7%	2%	i	1%	-3%	0%	1.9%
CCn1c(=O)c(C(=O)CN2CCCc3ccccc32)c(N)n(Cc2ccccc2)c1=O	-41%	0.3%	-3.9%	2%	i	1%	10%	-2%	0.1%
CCOc1ccc(NC(=S)NNc2ccnc3cc(Cl)ccc23)cc1	18%	-0.9%	-2.9%	-6%	i	6%	-9%	3%	-0.2%
CCS(=O)(=O)N1CCC(C(=O)Nc2cccc(C(C)=O)c2)CC1	2%	0.4%	-3.4%	-3%	i	2%	-5%	12%	5.6%
O=c1c2c(nc3n1CCCCC3)sc1c(O)c(Br)ccc12	9%	0.3%	-10%	-4%	i	15%	-23%	-3%	-0.9%
CCCCN(C(=O)c1cnc2n(c1=O)CCS2)c1ccccc1	20%	-0.3%	18%	2%	i	6%	2%	4%	.
CC(C)(C)C(=O)Cn1c(NCCO)nc2ccccc21	-8%	0.3%	2.6%	-2%	i	1%	-14%	10%	6.5%
CCCC(=O)Nc1sc(C)c(C)c1C(=O)Nc1cccc(C)c1	-4%	-0.6%	-0.6%	2%	i	3%	0%	-7%	-0.2%
CC(CCc1ccccc1)NC(=O)COC(=O)c1cccs1 (stereo unspecified)	9%	-0.6%	-6.5%	-1%	i	-2%	-5%	-10%	-0.7%
Cc1cccc(-n2c(N)cc(=O)nc2SCC(=O)Nc2nnc(C)s2)c1	12%	.	-2.6%	2%	.	4%	6%	-1%	3.4%
Nc1nc(CSc2ncn(-c3ccccc3)n2)cs1	8%	-0.1%	-4.0%	2%	i	10%	3%	-1%	-1.5%

Source: PubChem BioAssay (several laboratories)
